Source: PubChem BioAssay (several laboratories)
PKA-R2B activ: activates the human PKA-R2B holoenzyme complex; hit rate 0.079% among 340,000; P22694+P31323; activation, % at 11.4 µM; PKA-R2B holoenzyme dissociation, Cy5-IP20 fluorescence polarization; R2B truncated from residue 108, S112A mutant; 0% DMSO only, 100% 113 µM cGMP;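 active = activation above a cutoff set at the mean over all compounds plus 3 SD, cut at about 18% in these data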;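 also: higher means more holoenzyme dissociation and a rise in polarization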
Target sequence (P31323 whole entry, looked up, other chains not shown, the tested form may be a part): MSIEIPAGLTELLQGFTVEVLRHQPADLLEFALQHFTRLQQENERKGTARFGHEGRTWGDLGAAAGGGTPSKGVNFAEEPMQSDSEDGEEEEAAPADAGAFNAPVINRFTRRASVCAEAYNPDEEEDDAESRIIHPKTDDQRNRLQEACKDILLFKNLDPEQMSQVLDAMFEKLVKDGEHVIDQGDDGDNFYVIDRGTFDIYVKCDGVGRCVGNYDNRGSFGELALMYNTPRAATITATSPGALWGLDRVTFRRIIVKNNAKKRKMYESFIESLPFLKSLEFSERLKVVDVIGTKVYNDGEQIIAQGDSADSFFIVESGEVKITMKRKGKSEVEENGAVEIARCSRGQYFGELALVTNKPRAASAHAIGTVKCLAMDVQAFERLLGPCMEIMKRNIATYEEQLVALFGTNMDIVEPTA
phage Ecoli inh: E. coli growth loss with phage present; growth absorbance; inhibition, % at 11.9 µM; hit rate 0.26% among 360,000; AID 651602; in the data active = inhibition above about 11%
DAGLB inhibitor: blocks human DAGLB lipase activity | Q8NCG7 | HEK293T DAGLB membrane lysate, EnzChek fluorogenic substrate | inhibition, % at 5.17 µM | hit rate 0.059% among 340,000 | AID 504411; in the data active = inhibition above about 34%;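 also: 0% = enzyme with vehicle and 100% = wells lacking enzyme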
HTR5A inv ctr: inverse agonist of human HTR5A in OPRM1-OPRD1 counter-screen; HTR5A cell line, luminescence, inverse agonism; hit rate 0.083% among 340,000; P47898; inhibition, % at 9.3 µM; in the data active = inhibition mostly above about 23%, no sharp cut-off; inactive = mostly below about 18%;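 also: 0% = cells with DMSO and 100% = no-cell wells with DMSO; some compounds called inactive have numbers as strong as hits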
Target sequence (P47898 whole entry, looked up): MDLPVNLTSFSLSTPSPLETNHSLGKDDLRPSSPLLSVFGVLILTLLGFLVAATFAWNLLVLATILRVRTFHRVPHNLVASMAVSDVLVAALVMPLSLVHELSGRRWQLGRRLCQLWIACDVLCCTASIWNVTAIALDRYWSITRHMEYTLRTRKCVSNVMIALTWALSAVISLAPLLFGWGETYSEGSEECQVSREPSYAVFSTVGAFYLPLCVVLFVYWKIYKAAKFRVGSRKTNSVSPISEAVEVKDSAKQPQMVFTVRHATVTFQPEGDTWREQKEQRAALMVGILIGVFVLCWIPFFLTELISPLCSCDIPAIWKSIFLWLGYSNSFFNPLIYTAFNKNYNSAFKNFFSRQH
Tat export inh: E. coli Tat transport inhibition | E. coli MC4100 TorA-mCherry Tat export, fluorescence | inhibition, % at 10 µM | hit rate 0.036% among 340,000 | AID 488895;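 active = mean replicate inhibition at least 50% and at least half of replicates individually reaching 50%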;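 also: exported cargo escapes ClpAP degradation while cytoplasmic cargo is degraded and loses fluorescence; 0% = median of neutral control wells and 100% = median of NaSCN control wells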
Ecoli viability: counter-screen for AddAB inhibitors: E. coli growth inhibition; E. coli V3065 growth, OD600 absorbance, 18 h; inhibition, % at 11.9 µM; hit rate 0.27% among 330,000; AID 449728;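 active = inhibition above the campaign's mean inhibition across all tested compounds plus 3 SD, cut at about 9.9% in these data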;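 also: uninfected addAB+ strain grown without phage in ampicillin broth; 0% = DMSO wells and 100% = ciprofloxacin 0.95 µg/ml wells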
HTR5A ag ctr: counter-screen for OPRM1-OPRD1 agonists: human HTR5A agonism; P47898; HTR5A agonist assay, luminescence, cell-based; activation, % at 9.3 µM; hit rate 0.61% among 340,000; in the data active = activation mostly above about 9.5%, no sharp cut-off; inactive = mostly below about 7.6%;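 also: 0% = cells with vehicle only and 100% = reference agonist; strong numbers were not always called active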
SUMO Mot1 rescue: inhibitors of SUMOylation pathway: yeast Mot1-301 growth rescue; S. cerevisiae Mot1-301 growth rescue, ATP luminescence, 38.5C; percent above DMSO median, 100 means doubled; growth rescue, % at 18.8 µM; hit rate 1% among 320,000;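 active = every valid replicate shows activation above 250% relative to neutral control wells; inactive = the rest, any valid replicate at or below 250%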;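 also: OY570 slx delta 5 strain wells were the positive control but not used for scaling; some compounds called inactive have numbers as strong as hits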
PKA-R1A act: activates the PKA-R1A holoenzyme complex | AID 504707 | hit rate 0.083% among 340,000 | activation, % at 11.4 µM | PKA-R1A dissociation, Cy5-IP20 fluorescence polarization; scaled: DMSO 0%, 113 µM cGMP 100% | P00514+P68181;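 active = percent activation above the mean of all tested compounds plus 3 SD, cut at about 19% in these data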;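 also: higher means more PKAc released from R1A so a rise in polarization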
CDK5 p35 inh: blocks human CDK5/p35 kinase activity | Q00535+Q15078 | Recombinant CDK5/p35, ADP-Glo luminescence, 60 min | inhibition, % at 10 µM | hit rate 0.01% among 330,000 | AID 488839;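 active = highest replicate inhibition of at least 50% and at least 75% of replicates reaching 50%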;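 also: plate controls were DMSO neutral control for no effect and GW8510 at 10 µM for full effect; many of its hits are not listed in these tables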
AddAB inh: less growth of phage-infected E. coli with AddAB; inhibition, % at 11.9 µM; AID 435030; E. coli expressing H. pylori AddAB, absorbance growth; hit rate 0.29% among 330,000; in the data active = inhibition above about 12%;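 also: 0% = vehicle wells of infected cells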
Active calls of the source: *; · = not tested or not shown. Not a hit list; 2.3% or so of the library scored in one or more.

SMILES | PKA-R2B activ | phage Ecoli inh | DAGLB inhibitor | HTR5A inv ctr | Tat export inh | Ecoli viability | HTR5A ag ctr | SUMO Mot1 rescue | PKA-R1A act | CDK5 p35 inh | AddAB inh
O=C(NC1(C(F)(F)F)NC(=O)N(c2ccc(F)cc2)C1=O)c1ccncc1 (stereo not drawn) | -8 | 4.4 | 0 | 29 | 0 | -3.0 | 1 | 6 | -2 | 0.9 | -0.7
CCc1ccc(OCc2nnc(SCC(=O)N3CCN(c4ccccc4)CC3)o2)cc1 | -2 | 1.1 | -2 | -6 | -1 | -2.2 | 8 | 9 | 13 | 0.7 | 0.9
O=C(CN(Cc1ccccc1)C(=O)c1ccc2c(c1)OCCO2)NCc1ccc2c(c1)OCO2 | -8 | 3.6 | 0 | 8 | 8 | 0.6 | 6 | 18 | 3 | -1.0 | 3.5
COC(=O)c1sccc1NC(=O)c1ccc(OC)c(OC)c1 | -6 | 1.7 | -3 | 17 | 1 | 0.1 | -3 | 0 | -21 | -1.6 | 2.6
CCN(c1ccccc1)S(=O)(=O)c1ccc(C(=O)Nc2ccc(C)cn2)cc1 | 4 | 3.0 | -5 | -9 | 8 | 0.9 | 4 | 9 | -6 | 0.8 | 0.3
CC(=O)c1ccn(S(=O)(=O)c2ccccc2)c1 | -11 | 2.2 | 0 | 4 | 0 | -2.1 | -1 | 19 | -3 | -1.1 | 0.2
Cc1nnc(Oc2ccccc2)c2ccccc12 | -14 | 5.1 | -1 | -45 | -7 | 0.2 | 1 | 2 | -17 | 1.4 | 3.1
c1ccc(Cn2nnnc2C(c2ccncc2)N2CCOCC2)cc1 (stereo not drawn) | 6 | 0.7 | -4 | 19 | -8 | 0.4 | -7 | 23 | -9 | -1.4 | -0.8
Cc1cc(S(=O)(=O)NCc2ccccc2)ccc1OCC(=O)N1CCCC1 | -4 | 1.0 | 1 | 7 | 7 | 0.2 | 2 | -1 | -11 | -2.0 | 0.1
COc1ccc(/C=C/C(=O)NC(=S)N2CCN(c3ccccc3OC)CC2)cc1 | -6 | 3.2 | 2 | 20 | 5 | 0.2 | -1 | 12 | -2 | 1.1 | 0.8
Cc1cccc(N2CCN(C(=O)Cn3nc(Cc4ccncc4)c4ccccc4c3=O)CC2)c1C | 0 | 3.2 | 5 | -5 | 4 | 0.0 | 2 | 32 | -2 | 3.0 | -5.8
O=C(COc1ccccc1[N+](=O)[O-])OCCCOC(=O)COc1ccccc1[N+](=O)[O-] | -3 | -0.6 | -4 | -33 | 0 | 1.0 | -1 | 4 | -5 | -0.1 | -1.8
O=C(Nc1nnc(-c2ccc3c(c2)CCCC3)o1)C1CCCCC1 | 2 | -1.1 | -6 | -37 | -7 | -4.0 | 13 | · | -2 | 3.0 | -1.3
O=C(CN1CCN(C/C=C/c2ccccc2)CC1)NCc1ccccc1 | -4 | 3.0 | 0 | -3 | -5 | 0.5 | -2 | 10 | -2 | -2.1 | 3.3
COC(=O)C1CN(C(=O)C(C)Oc2cccc(C)c2C)c2ccccc2O1 (stereo not drawn) | 6 | 1.1 | -4 | -5 | 2 | 0.0 | 1 | -17 | -1 | -1.7 | -1.2
CCCc1cc(=O)oc2cc(C)cc(OC(C)C(=O)NCCN3CCOCC3)c12 (stereo not drawn) | 6 | 1.1 | 4 | 6 | 4 | -1.4 | -1 | -11 | -8 | -5.4 | 3.0
CCOc1ccc(NC(=S)NC(=O)c2cccnc2)c([N+](=O)[O-])c1 | 13 | -1.7 | 2 | 6 | -18 | 0.0 | -2 | 6 | -6 | 0.8 | 2.3
CC1CCN(c2ccc(NC(=S)NC(=O)c3ccc(-c4cccc([N+](=O)[O-])c4)o3)cc2)CC1 | -5 | 1.2 | 4 | -36 | -8 | -2.0 | 11 | 12 | -2 | 0.7 | 1.4
CC1CC(C)CN(C(=O)COC(=O)CNC(=O)C23CC4CC(CC(C4)C2)C3)C1 (stereo not drawn) | 4 | 3.6 | -1 | 11 | 0 | -1.1 | 3 | 6 | 6 | -5.4 | -0.5
O=C(NCc1cccc(Cl)c1)N1CCN(S(=O)(=O)c2ccccc2F)CC1 | -7 | 2.6 | -2 | 24 | -3 | -1.3 | 2 | 251 | -1 | 0.0 | 3.4

The last 2 compounds of the section before open the next one.
SMILES | PKA-R2B activ | phage Ecoli inh | DAGLB inhibitor | HTR5A inv ctr | Tat export inh | Ecoli viability | HTR5A ag ctr | SUMO Mot1 rescue | PKA-R1A act | CDK5 p35 inh | AddAB inh
CC1CC(C)CN(C(=O)COC(=O)CNC(=O)C23CC4CC(CC(C4)C2)C3)C1 (stereo not drawn) | 4 | 3.6 | -1 | 11 | 0 | -1.1 | 3 | 6 | 6 | -5.4 | -0.5
O=C(NCc1cccc(Cl)c1)N1CCN(S(=O)(=O)c2ccccc2F)CC1 | -7 | 2.6 | -2 | 24 | -3 | -1.3 | 2 | 251 | -1 | 0.0 | 3.4
CN(C)C(CNC(=O)CCS(=O)(=O)c1ccccc1)c1ccccc1 (stereo not drawn) | 6 | 0.6 | -1 | 3 | -5 | -2.5 | -1 | -21 | -1 | -1.6 | 1.8
CCCCCC(=O)Nc1nc(C)c(-c2csc(Nc3ccc(Cl)cc3)n2)s1 | -5 | 3.0 | 3 | 10 | 11 | 0.5 | 3 | 123 | -12 | 0.1 | 2.1
O=C(O)CC(NC(=O)OCc1ccccc1)c1ccccc1 (stereo not drawn) | 6 | 3.0 | 0 | -10 | 4 | -3.2 | -1 | 3 | 4 | 0.1 | -2.5
O=C(Cc1ccccc1)N(c1ccc(F)cc1)C1C=CS(=O)(=O)C1 (stereo not drawn) | -2 | 0.5 | 3 | -6 | -9 | -1.4 | 2 | 18 | -12 | -0.2 | 1.9
CC(C)(C)CN1CCNC(=O)C1CC(=O)N1CCOc2ccccc2C1 (stereo not drawn) | 1 | 2.6 | -1 | 0 | -1 | 0.6 | 0 | -1 | -7 | -0.5 | 0.8
COc1ccc(C=O)cc1C1=CC(=O)C[C@H](c2ccc(Cl)cc2)C1 | -3 | -1.0 | 0 | 3 | -9 | 1.6 | 4 | -3 | -13 | 0.3 | 2.6
O=[N+]([O-])c1cc(F)c(N2CCCCC2)cc1N1CCOCC1 | -13 | 0.6 | 4 | -1 | -2 | -3.6 | 0 | -7 | 6 | 0.0 | -0.4
CC(C)CCNC(=O)C(C)N(C(=O)c1snc(C(N)=O)c1N)c1cnc2ccccc2c1 (stereo not drawn) | -6 | 4.4 | 0 | -14 | -1 | 0.0 | -2 | -24 | -1 | 0.5 | 4.4
O=[N+]([O-])c1ccc([N+](=O)[O-])c(Nc2ccc(N3CCOCC3)cc2)c1 | 2 | 5.3 | 3 | -3 | 2 | -0.5 | 9 | 31 | -1 | -1.1 | 0.6
CCc1ccc(S(=O)(=O)Nc2ccc(-c3ccc4nnc(C)n4n3)cc2)s1 | 1 | 2.0 | 3 | -1 | 2 | -0.3 | 0 | -15 | -3 | 1.2 | 1.3
CCCCNC(=S)Nc1ccc2nc3n(c(=O)c2c1)CCCCC3 | 1 | 0.8 | 2 | -18 | 0 | -0.6 | 4 | 4 | -5 | 0.3 | 1.0
O=c1cc2c(nn1Cc1ccccc1Cl)-c1ccccc1CC2 | -7 | -1.3 | -4 | -1 | 12 | -1.0 | 0 | -14 | -4 | 0.4 | 4.1
CC(=O)Nc1ccc(N(CC(=O)NCC2CCCO2)C(=O)CCC(=O)Nc2cc(C)on2)cc1 (stereo not drawn) | 8 | 1.8 | 0 | -3 | -5 | -0.6 | 1 | 64 | -14 | 0.6 | 1.7
CCCCN(C(=O)CCSc1ccc(F)cc1)c1c(N)n(Cc2ccccc2)c(=O)[nH]c1=O | -9 | 1.9 | 6 | 13 | 5 | 0.7 | -1 | 11 | -3 | -0.8 | -3.4
Cn1c(=O)c2c(nc(NCCO)n2CCCc2ccccc2)n(C)c1=O | 2 | 1.6 | -1 | 2 | -2 | · | 2 | -4 | 6 | -0.2 | ·
NC1=NC(=O)/C(=C\c2ccc(O)c([N+](=O)[O-])c2)S1 | -7 | 0.8 | -3 | 2 | -2 | 1.1 | -1 | 245 | 2 | -1.2 | 1.8
CCCCC(SCC(=O)Nc1ccccc1)C(=O)O (stereo not drawn) | -1 | -1.4 | -3 | 7 | -9 | 0.5 | -3 | -5 | 1 | -0.3 | 2.6
CC1=C(C#N)C(C(F)(F)F)(C(F)(F)F)N=C(c2ccco2)N1 | 14 | 1.6 | 1 | -7 | 0 | -1.1 | -1 | 5 | 2 | -0.5 | 1.1
O=C(Nc1ccccc1C(=O)O)c1ccc2ccccc2n1 | -7 | 2.9 | 3 | -66 | 3 | -0.4 | 26* | -2 | -14 | -7.6 | 2.4
CCCCN(C)CCNC(=O)c1cn(C)c(=O)c2c1c1ccccc1n2C | 9 | 0.7 | -1 | -17 | -6 | 0.8 | 4 | -10 | -6 | -3.1 | -2.1
Cc1ccc(C)c(S(=O)(=O)/N=C2\C=C(NS(=O)(=O)c3ccccc3)C(=O)c3ccccc32)c1 | -3 | 1.2 | 28 | -7 | -9 | 2.4 | 3 | -31 | -2 | 1.9 | 5.5
COc1ccc(-c2ccc(NS(=O)(=O)c3cc([N+](=O)[O-])c(C)c([N+](=O)[O-])c3)cc2)nn1 | -4 | 4.2 | 7 | -4 | 3 | 1.0 | 1 | 21 | -5 | 1.0 | 1.5
COc1cc(S(=O)(=O)N(Cc2cccnc2)Cc2ccco2)ccc1-n1cnnn1 | 3 | 2.5 | 2 | 2 | -1 | -3.0 | -1 | 15 | 5 | -1.0 | 0.3
CCN(c1ccccc1)S(=O)(=O)c1ccc(C(=O)NCCCN2CCOCC2)cc1 | 1 | 0.7 | -2 | 1 | -2 | -0.3 | 0 | 4 | -5 | 0.7 | 0.4
Cc1noc(C)c1NC(=O)Nc1ccc2c(c1)C(=O)N([C@H](C)CO)C[C@H](C)[C@@H](CN(C)C(=O)Nc1ccccc1)O2 | -7 | 2.6 | -4 | -10 | -3 | 1.6 | 3 | · | -4 | 0.7 | 1.3
CC(=O)N1c2ccc(S(=O)(=O)N3CCCC3)cc2CC1C(=O)NCc1cccc(F)c1 (stereo not drawn) | -2 | 3.5 | 1 | 6 | 7 | 2.0 | 1 | -8 | 0 | 1.1 | 3.7
O=Cc1ccc2oc3nc4n(c(=O)c3c(=O)c2c1)CCCS4 | 3 | 0.9 | 1 | 29 | 8 | -0.6 | 4 | · | -3 | -0.4 | 1.8
O=C(NCCCN1CCOCC1)c1ccc2c(c1)N(Cc1ccccc1)CCS2 | 3 | 3.0 | 2 | -4 | 7 | -2.0 | 2 | -11 | -16 | -0.5 | 1.0
O=C(NCC1CCCO1)C1CCN(S(=O)(=O)c2ccc(Br)cc2)CC1 (stereo not drawn) | 1 | 2.7 | 3 | 13 | -4 | -0.5 | 4 | 0 | -2 | 1.4 | 1.5
Cc1ccc(-n2c(=S)[nH]c3sc4c(c3c2=O)CCc2ccccc2-4)cc1 | -3 | 4.2 | 4 | -10 | -16 | -1.1 | 4 | -3 | 0 | 1.3 | 0.0
CCNC(=O)CC1C(=O)N(CC)C(=S)N1NC(=O)c1ccc(Cl)cc1 (stereo not drawn) | -8 | -1.3 | 0 | 9 | 15 | -1.6 | -3 | -3 | -14 | 2.0 | -2.2
